Rev-RRE block – inhibitors of HIV-1 Rev-RRE RNA interaction; P05866; Rev peptide-RRE RNA binding, FRET; inhibition, % at 8 µM; 97,000 compounds, 0.79% hits;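 active = inhibition above the screen-wide mean plus 3 SD, cut at about 35% in these data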;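 note: 0% = median DMSO wells and 100% = median Neomycin B control wells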
Target sequence (P05866 whole entry, looked up): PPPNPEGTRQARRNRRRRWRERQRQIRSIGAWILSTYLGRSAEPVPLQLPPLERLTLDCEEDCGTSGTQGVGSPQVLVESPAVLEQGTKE
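Assay system: Rev peptide and RRE RNA, both fluorescently labelled; times: 5 min preincubation and 15 min binding, 25 °C; detection: FRET, ex 480 nm, em 540 and 671 nm; read-out basis: % inhibition from 671/540 nm acceptor-to-donor ratio, scaled between controls; benchmarks: DMSO low control, neomycin B high control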
CYP2C9 act – increases human cytochrome P450 2C9 activity; P11712; recombinant CYP2C9, luciferin-H conversion, luminescence; active compounds read high; factor 1 = untreated enzyme, 0 = blocked; activation factor at 5 µM; 96,000 compounds, 1.4% hits;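 active = activation factor of 2 or more for CYP2C9 at a 5 µM dose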;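 note: 0 = sulfaphenazole-blocked wells and 1 = vehicle-only wells; values of inactives mirror those of a sister screen read the other way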
Calb biofilm kill – kills Candida albicans biofilms. C. albicans biofilm + clotrimazole, Alamar Blue. 85,000 compounds, 0.14% hits. AID 834. inhibition, % at 6 µM;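 active = inhibition above 20%; inactive = inhibition below 20%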;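 note: preformed 24 hr biofilms exposed to compound for 48 hr; 0% = biofilm without compound and 100% = blank killed by clotrimazole plus chlorhexidine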
CYP2C9 inh – human CYP2C9 inhibition; P11712; CYP2C9 Supersomes, luciferin-H conversion, luminescence; inhibition, % at 5 µM; 96,000 compounds, 20% hits;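 active = blocking of liver enzyme CYP2C9 beyond about 50% at 5 µM, limit read from the data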; note: values of inactives mirror those of a sister screen read the other way
LYP inh 2 – blocks human PTPN22 phosphatase activity; Q9Y2R2; inhibition, % at 2 µM; 96,000 compounds, 0.21% hits; recombinant LYP catalytic domain, DiFMUP fluorescence;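 active = inhibition at 2 µM at or above a set limit, the screen mean plus 3 SD, cut at about 24% in these data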;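 note: 0% = DMSO with enzyme and 100% = enzyme fully blocked by orthovanadate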
Target sequence (Q9Y2R2 whole entry, looked up, the tested form may be a part): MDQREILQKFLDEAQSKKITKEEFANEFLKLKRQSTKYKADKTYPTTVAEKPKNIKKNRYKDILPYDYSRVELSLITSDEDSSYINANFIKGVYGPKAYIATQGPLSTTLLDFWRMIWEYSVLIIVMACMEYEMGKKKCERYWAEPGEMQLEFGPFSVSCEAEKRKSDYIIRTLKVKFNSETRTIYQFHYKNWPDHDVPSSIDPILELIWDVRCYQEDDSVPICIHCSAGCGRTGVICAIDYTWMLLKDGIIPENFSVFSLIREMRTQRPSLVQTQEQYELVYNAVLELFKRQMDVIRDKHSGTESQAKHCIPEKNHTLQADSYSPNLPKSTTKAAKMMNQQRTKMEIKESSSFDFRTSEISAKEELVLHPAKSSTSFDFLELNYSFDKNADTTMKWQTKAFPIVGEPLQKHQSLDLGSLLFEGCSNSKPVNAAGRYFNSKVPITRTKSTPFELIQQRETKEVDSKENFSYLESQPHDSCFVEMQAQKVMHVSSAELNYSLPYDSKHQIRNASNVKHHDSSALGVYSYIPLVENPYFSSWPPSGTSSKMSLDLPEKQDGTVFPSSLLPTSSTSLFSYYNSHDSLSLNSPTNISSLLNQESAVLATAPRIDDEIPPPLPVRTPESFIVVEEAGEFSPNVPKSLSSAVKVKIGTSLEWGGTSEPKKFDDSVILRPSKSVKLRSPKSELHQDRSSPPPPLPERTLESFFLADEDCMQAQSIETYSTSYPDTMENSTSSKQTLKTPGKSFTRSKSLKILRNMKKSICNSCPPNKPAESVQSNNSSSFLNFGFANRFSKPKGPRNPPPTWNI
PLK1 kinase inh – PLK1 (human) kinase inhibition. P53350. recombinant PLK1 kinase, TR-FRET peptide phosphorylation. inhibition, % at 10 µM. 97,000 compounds, 0.53% hits. AID 619;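 active = inhibition of 50% or more in the single-concentration screen; inactive = inhibition below 50%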;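 note: 0% = DMSO max control and 100% = H-89 dihydrochloride min control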
EphB4 ephrin blk – blocks human EphB4 binding to ephrin-B2; inhibition, % at 7 µM; EphB4 LBD / TNYL-RAW-Alexa532 peptide, fluorescence polarization; 97,000 compounds, 0.15% hits; AID 720;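 active = inhibition above the screen-wide mean inhibition plus 3 SD, cut at about 15% in these data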;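 note: 0% = DMSO wells and 100% = excess unlabeled TNYL-RAW peptide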
PTPN22 act – activators of human LYP (PTPN22) phosphatase; Q9Y2R2; recombinant LYP, DiFMUP fluorescence; 0 = plate median, 100 = signal doubled; activation, % at 2 µM; 96,000 compounds, 0.11% hits; AID 697;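 active = activation at 2 µM above a set limit, the mean plus 5 SD, cut at about 37% in these data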
Plk1 PBD FP – Plk1 (human) PBD binding inhibition; P53350; Plk1 PBD phosphopeptide binding, fluorescence polarization; inhibition, %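 (tested at about 20 µM)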; 97,000 compounds, 0.13% hits; in the data active = inhibition above about 34%, passing the limit was not always enough
* marks the source's active call; other numbers are inactive results; . = not tested or not shown.

SMILES	Rev-RRE block	CYP2C9 act	Calb biofilm kill	CYP2C9 inh	LYP inh 2	PLK1 kinase inh	EphB4 ephrin blk	PTPN22 act	Plk1 PBD FP
CC(C)(C)NC(=O)c1cccc(NC(=O)c2cccc(O)c2)c1	9	0.8	.	17	7	1	0	-2	-8
CC(=O)c1c(C)n(CCO)c2ccc(O)cc12	12	1.1	3	-15	-5	-8	-7	6	13
O=C(Cn1cncn1)NCc1cccc2ccccc12	11	1	.	3	-9	-5	2	11	-9
Cn1c(=O)n(CCOc2ccc(Cl)cc2Cl)c2ccccc21	11	0.9	5	13	5	-1	1	-7	4
Nc1nc2nc(SCC(=O)N3CCCc4ccccc43)[nH]c2c(=O)[nH]1	4	1.2	.	-19	-1	-16	2	1	14
CCCc1cc(=O)oc2cc(OCC(=O)OC)cc(OCC(=O)OC)c12	-3	0.4	5	61*	-1	2	-5	-2	-3
O=c1c2ccccc2nc(/C=C/c2ccc([N+](=O)[O-])o2)n1CCCO	4	0.9	.	11	-5	-11	1	9	-68
CN(c1ccccc1C(=O)N1CCc2ccccc2C1)S(C)(=O)=O	0	0.2	4	84*	-4	-8	-9	3	-18
O=C(Cc1ccccc1)Nc1ccc(N2CCCC2)cc1	-2	0.9	-2	14	9	-3	-4	-7	-5
c1ccc(CN2CCC(Nc3nc(-c4ccccc4)nc4ccccc34)CC2)cc1	9	0.1	6	86*	2	-8	5	1	-17
CCCC(C)NC(=O)C1CCN(S(=O)(=O)c2ccccc2)CC1 (stereo not drawn)	3	1.3	5	-26	9	-4	-3	-7	7
O=C(Nc1cccc(OCC(=O)N2CCOCC2)c1)C1CCCCC1	6	1.1	2	-7	11	-3	5	-12	2
N#Cc1cc2c(nc1SCC(N)=O)CCCCC2	6	1	6	4	-10	-6	13	12	-7
O=C1CN(c2nc(-c3ccccc3)c3cc(Br)ccc3n2)c2ccccc2N1	13	1.1	.	-6	7	-9	3	-3	-2
O=c1oc(-c2ccc(F)cc2)nc2ccsc12	7	0.9	5	8	7	1	12	-8	4
CCOC(=O)NC(=O)/C(C#N)=N\Nc1ccc(Cl)cc1	-2	0.9	3	11	10	4	2	-10	15
O=C1Cn2c(nc3ccccc32)N1c1cccc(C(F)(F)F)c1	1	0.7	-3	31	-6	-9	0	6	-11
Cc1ccc2c(c1)C(c1ccc(F)cc1)N(C(=O)C1CC1)CC(=O)N2 (stereo not drawn)	-4	0.8	-5	19	-6	-10	-3	2	4
COc1ccc(-c2cn3cccnc3n2)cc1NC(=O)CC(C)C	-2	0.8	.	16	-3	-8	-2	2	-11
O=C(CN1CCCC1)NCC1(c2ccccc2)CCOCC1	7	1.1	9	-13	-5	-8	1	4	-5
OCCN1CCN(c2nc(-c3ccccc3)nc3c2oc2ccccc23)CC1	11	0.3	8	65*	-2	-5	-7	1	11
CC(C)OC(=O)C(NC(=O)c1ccccc1)=C1CCCCC1	0	0.7	1	34	-11	-8	-9	9	-19
O=c1ccc(Oc2nc(N3CCCCC3)nc(N3CCCCC3)n2)n[nH]1	-2	1.2	-4	-15	-4	-4	0	3	-26
O=C1CCCc2c1cc(C(=O)NCc1ccco1)c(=O)n2-c1ccccc1	12	1.1	-2	-8	-11	-8	1	9	1
COc1ccc(C(=O)CC(Nc2ccc([N+](=O)[O-])cc2)c2ccc(Cl)cc2)cc1 (stereo not drawn)	6	0.2	.	78*	-18	-3	-6	24	-7
CCC(=O)Nc1nn(C)c2nc3c(C)cccc3cc12	0	.	0	.	10	-6	-4	-7	-8
CC(C)n1nc(C(=O)NCCc2ccc(S(N)(=O)=O)cc2)c2ccccc2c1=O	0	0.4	6	63*	10	1	-6	-11	26
COc1ccc(C(C)=O)c(OC(=O)c2ccc(OC)c(OC)c2)c1	-1	0.8	9	19	-14	-6	7	11	-16
O/N=C1/CCCSc2ccccc21	8	1	.	-2	0	3	-3	-2	-55
O=C(c1ccccc1Cl)N1CCCC(c2nc3c(nnn3Cc3ccccc3)c(=O)[nH]2)C1 (stereo not drawn)	0	0.2	5	84*	-12	-2	-1	10	5
O=C(O)CC1SC(=O)N(Cc2ccccc2)C1=O (stereo not drawn)	4	0.9	-4	9	-4	-8	-5	1	-4
S=C(c1cn(CCOc2ccccc2)c2ccccc12)N1CCCC1	5	0.5	.	48	4	0	7	0	-7
CC1=C2C(CCS2(=O)=O)CC2(C1)C(=O)OC(C)(C)OC2=O (stereo not drawn)	5	1	9	3	8	-11	0	-9	-12
O=C(CSc1cn(CCNC(=O)c2ccc3ccccc3c2)c2ccccc12)NCc1ccco1	0	0.9	8	9	5	-13	-2	-5	-15
CCOc1cc(/C=N/NC(=O)c2cccc([N+](=O)[O-])c2)ccc1OS(=O)(=O)c1ccccc1	10	0.4	.	59*	-4	-9	1	10	14
Cc1[nH]c2c(C)cccc2c1CCNC(=O)c1ccc2c(c1[N+](=O)[O-])C(=O)c1ccccc1C2=O	-1	0.2	.	77*	6	5	5	-7	10
Cc1ccccc1Cn1cc(NC(=O)c2cc3nc(-c4ccco4)cc(C(F)(F)F)n3n2)cn1	4	0.7	.	30	2	-3	14	-4	4
CCOC(=O)CN1CC23C=CC(O2)C(C(=O)NCc2cccs2)C3C1=O (stereo not drawn)	4	1	10	2	0	-7	-2	1	1
CN1C(=O)C(CC(=O)Nc2ccc(F)cc2)N(CCCc2ccccc2)C1=S (stereo not drawn)	17	0.1	.	89*	-1	-14	-7	2	-2
O=C(CCn1c(=O)[nH]c2ccsc2c1=O)N1CCN(c2cccc(Cl)c2)CC1	5	0.3	1	71*	-2	-10	1	0	-13
CCCCCCOC(=O)C(C#N)c1nc2ccccc2nc1N1CCCCC1 (stereo not drawn)	18	0.7	4	30	11	-16	1	-14	7
CC(=O)NCC(=O)N(C)C(C(=O)Nc1ccc(C(C)C)cc1)c1ccccc1 (stereo not drawn)	9	0.9	4	6	1	-5	-7	0	3
COc1ccc(-n2c(SCC(=O)NC3CCCCC3)nc3ccsc3c2=O)cc1	3	1.1	4	-7	-2	-25	0	4	-16
CCc1nnc(NC(=O)c2cccnc2)s1	9	0.6	1	40	11	2	1	-10	-10
Cn1c(CNC2CCCCC2)c(C#N)c2ccccc21	1	0.7	1	30	-19	5	6	22	-24
CC(=O)NN1C(=O)c2ccc(Oc3ccc([N+](=O)[O-])cc3)cc2C1=O	7	1	.	4	5	-5	2	-3	-13
CCCn1c(SCC(=O)c2cc(C)c(C)cc2C)n[nH]c1=O	6	0.3	1	74*	-1	-5	1	3	-16
O=C(N=C1SCC(=O)N1c1ccccc1)c1ccco1	11	0.8	.	16	10	-16	3	-14	5
Cc1cccc(OCC(O)Cn2c(=N)n(CCN3CCOCC3)c3ccccc32)c1 (stereo not drawn)	4	1.1	.	-8	-9	-14	-3	5	3
O=C(c1ccccc1CCc1ccccc1)N1CCN(c2ccccn2)CC1	15	0.1	5	95*	-4	-18	-2	3	-1
CS(=O)(=O)N(CCc1ccccc1)CC(=O)NCc1ccccn1	7	0.8	-1	18	3	-1	2	-6	-20
Cc1nn(C)cc1CNC(=O)c1ccccc1Br	5	1	8	2	-17	-9	5	12	-8
COc1ccc(NC(=O)CCCN2C(=O)CCC2=O)cc1Cl	4	1.2	7	-20	1	-7	-5	0	-7
Cc1ccccc1NN1C(=O)C=CC1=O	6	1	.	-3	-1	-6	5	-1	-30
CC(=O)N1CCCc2cc(S(=O)(=O)N(C)Cc3ccccc3)ccc21	0	1.1	.	-12	3	-2	-2	0	29
COC(=O)c1c(NS(=O)(=O)c2ccc(C)cc2)sc2c1CCC(C)C2 (stereo not drawn)	2	.	9	.	-1	-7	-5	2	-9
CCN(CC)c1ccc(/C=N/N2CCN(Cc3cccc4ccccc34)CC2)c(O)c1	-1	0.9	.	6	3	-7	-6	1	25
O=C1C2C3C=CC(C4CC34)C2C(=O)N1/N=C/c1ccc(-c2ccc(F)cc2[N+](=O)[O-])o1 (stereo not drawn)	42*	1	4	-3	13	-32	1	-11	-11
Cn1c(=O)c2cc(S(=O)(=O)NC(C(=O)NCc3cccnc3)c3ccccc3)ccc2n(C)c1=O (stereo not drawn)	5	0.9	4	13	-9	-1	-2	9	-3
Cc1ccc(Cl)cc1NC(=O)CC1NCCNC1=O (stereo not drawn)	5	.	4	.	-4	-10	5	4	-15
Next section.
SMILES	Rev-RRE block	CYP2C9 act	Calb biofilm kill	CYP2C9 inh	LYP inh 2	PLK1 kinase inh	EphB4 ephrin blk	PTPN22 act	Plk1 PBD FP
CCC(Sc1nc(C)cc(C)n1)C(=O)Nc1ccc(Cl)cn1 (stereo not drawn)	14	.	-4	.	4	-12	6	-5	-2
O=C(C1CCN(Cc2ccc(F)cc2)CC1)N(CCO)Cc1ccccc1	-3	1.3	9	-25	-4	3	-3	7	-10
COC(=O)c1c(NC(=O)c2ccoc2C)sc2c1CCC2	0	0.9	5	7	11	-11	5	-11	-15
COc1cc2c(C(=O)NCCCN3CC(C)CC(C)C3)cn(CC(C)C)c(=O)c2cc1OC (stereo not drawn)	7	0.9	3	5	-5	-2	-3	2	9
C=CCn1c(SCC2=C(C(=O)OCC)C(C)NC(=O)N2)nnc1C1CCCCC1 (stereo not drawn)	4	1.1	.	-9	6	-14	2	-4	11
COc1ccc(OC)c(S(=O)(=O)N2CCC(C(=O)NC(C)c3ccccc3)CC2)c1 (stereo not drawn)	2	2.9*	6	-192	-4	-14	0	2	13
COC1(c2ccccc2)NC(=S)NN=C1c1ccccc1 (stereo not drawn)	8	0.2	1	82*	1	-2	6	1	7
Cc1ccc(C(=O)c2ccc([N+](=O)[O-])cc2)cc1C	-3	0.7	3	26	-5	-6	-1	6	-18
Cc1ccc(N/N=C/c2ccc(N3CCOCC3)cc2)cc1C	-2	1	.	4	-3	2	-1	7	10
CCN(CC)S(=O)(=O)c1ccc2c(c1)nc(SCn1nnc3ccccc3c1=O)n2CC	-1	0.3	0	68*	8	-9	2	-8	-2
COC(=O)c1ccc(NC(=O)c2ccccc2N(C)S(C)(=O)=O)cc1	-1	0.6	0	38	5	-8	5	-6	12
CC(=O)N(CCCCN1C(=O)c2ccccc2C1=O)c1ccc(C)cc1	5	0.8	3	16	4	-11	-2	-2	-1
COc1ccc(-c2c(C)nn3c(N4CCN(Cc5ccccc5)CC4)cc(C)nc23)cc1OC	1	0.2	19	85*	-9	-13	7	5	-15
COc1cc(C(=S)N2CCC(C)CC2)ccc1O	-3	1.1	6	-14	-1	3	0	0	-15
CSc1c(-c2ccccc2)nc2ccccc2c1C(=O)O	9	1.1	.	-13	3	-6	-2	1	-20
CN1CCN(c2ccc([N+](=O)[O-])c(Sc3nc4ccccc4[nH]3)c2)CC1	2	0.5	.	52*	2	-6	-12	1	9
